Screens as filed in PubChem.
TRHR agonist: qHTS for Small Molecule Agonists and Allosteric Enhancers of Human TRH Receptor: Primary Screen for Agonists. Thyrotropin-releasing hormone receptor (Homo sapiens), P34981. activation, % at 2 µM. 0.18% of 360,000 active. AID 493084, 2011. TRHR cells, calcium flux fluo-8, FDSS agonist mode; in the data active means activation above about 30%; further: 0% is about no effect
Target sequence (P34981 whole entry, looked up): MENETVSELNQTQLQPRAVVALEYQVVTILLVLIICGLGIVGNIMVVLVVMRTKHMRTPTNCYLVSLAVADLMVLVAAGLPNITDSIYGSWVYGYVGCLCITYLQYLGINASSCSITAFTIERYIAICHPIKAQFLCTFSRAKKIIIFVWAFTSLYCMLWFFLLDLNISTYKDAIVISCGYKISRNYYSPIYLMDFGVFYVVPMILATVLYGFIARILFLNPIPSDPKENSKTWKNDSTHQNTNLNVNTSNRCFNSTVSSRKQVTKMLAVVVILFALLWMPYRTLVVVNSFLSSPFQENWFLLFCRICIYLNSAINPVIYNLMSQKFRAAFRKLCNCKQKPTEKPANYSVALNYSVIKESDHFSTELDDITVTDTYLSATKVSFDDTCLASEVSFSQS
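In this calcium-flux screen, cells bearing human TRHR are dye-loaded with fluo-8, baselined for 10 cycles, then exposed to library compounds; positive kinetic calcium responses during the agonist phase mark hits, with TRH as control.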
TrxR1 substrate: qHTS Assay for Substrates of Mammalian Selenoprotein Thioredoxin Reductase 1 (TrxR1): qHTS. 0.01% of 390,000 active. Potency, µM (series often up to 114 µM), without a hit: at the highest dose activity change, negative = substrate turnover. purified TrxR1 substrate turnover, NADPH consumption readout; further: potency means the concentration at half of the fitted maximal effect; on the % scale 0 is the no-effect control and ±100 the full control effect; nearly all actives have a fitted effect of over 50% in size
Target sequence (O89049 whole entry, looked up): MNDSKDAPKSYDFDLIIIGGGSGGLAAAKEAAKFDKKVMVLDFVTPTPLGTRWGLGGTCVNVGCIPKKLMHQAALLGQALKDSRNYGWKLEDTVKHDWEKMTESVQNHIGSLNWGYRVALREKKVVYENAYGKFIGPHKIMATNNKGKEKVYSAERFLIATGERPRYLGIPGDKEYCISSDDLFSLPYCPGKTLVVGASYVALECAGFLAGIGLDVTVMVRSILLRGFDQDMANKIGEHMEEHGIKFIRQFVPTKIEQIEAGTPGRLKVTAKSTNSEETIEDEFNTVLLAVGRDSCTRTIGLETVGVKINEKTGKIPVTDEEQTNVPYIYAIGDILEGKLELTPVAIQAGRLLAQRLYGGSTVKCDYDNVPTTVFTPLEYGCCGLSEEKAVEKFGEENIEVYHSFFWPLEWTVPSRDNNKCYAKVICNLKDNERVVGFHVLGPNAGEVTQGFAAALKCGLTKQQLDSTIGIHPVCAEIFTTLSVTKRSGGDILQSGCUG
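Rat TrxR1, dispensed at 90 nM, was prereduced with 400 uM NADPH (final) for 5 min at ~22 deg C, then incubated with compound 15 min before 400 uM selenite. A first-read NADPH fluorescence drop versus no-compound background flagged substrates.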
Pin1 inh: qHTS Assay to Find Inhibitors of Pin1 | Peptidyl-prolyl cis-trans isomerase NIMA-interacting 1 (Homo sapiens), Q13526 | Pin1 FP peptide displacement, HiFluor488, 10 min | Potency, µM (top dose mostly 115 µM), without a hit: at the top dose activity, negative = inhibition, most hits filed as inhibitors | 0.009% of 390,000 active | AID 504891, 2011; active means well fitted inhibition curve with a large enough effect in the polarisation, with a control signal flat, not every such curve was filed as active; inconclusive means small, poorly fitted or top-dose-only effect, or effect the other way, or a change in a side signal; inactive means no such curve, though single readings can be large or run the other way; the % refers to the polarisation; further: potency means the concentration at half of the fitted maximal effect; on the % scale 0 is the no-effect control and ±100 the full control effect
Target sequence (Q13526 whole entry, looked up): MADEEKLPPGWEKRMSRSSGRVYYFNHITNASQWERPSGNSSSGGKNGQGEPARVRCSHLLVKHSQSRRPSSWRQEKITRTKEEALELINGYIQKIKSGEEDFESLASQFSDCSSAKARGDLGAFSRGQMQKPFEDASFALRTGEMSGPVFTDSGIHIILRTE
D2 agonist: HTS Assay for Allosteric Agonists of the Human D2 Dopamine Receptor: Primary Screen for Agonists; HEK293 T-REx D2 cells, calcium flux agonist mode; activation, % at 2 µM; 0.53% of 340,000 active;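 active means activation over 3 SD above normal in the single-dose calcium agonist read, cut at about 30% in these data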; further: 0% is about no effect
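Tetracycline-induced HEK293 T-REx cells with force-coupled D2 receptor, plated overnight at 30 C, loaded with no-wash calcium dye. After a 10 s baseline, compound was pin-added and calcium flux read kinetically for 180 s; calcium rises flagged agonists.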
rTrxR1 inhibitor: qHTS Assay for Inhibitors of Mammalian Selenoprotein Thioredoxin Reductase 1 (TrxR1): qHTS | Thioredoxin reductase 1, cytoplasmic (Rattus norvegicus), O89049 | 1% of 390,000 active | AID 588453, 2011 | Potency, µM (titrated, usually from 114 µM), without a hit: top-dose activity change, negative = inhibition, hits mostly inhibitors | recombinant rTrxR1, NADPH fluorescence consumption, selenite substrate; further: potency means the concentration at half of the fitted maximal effect; on the % scale 0 is the no-effect control and ±100 the full control effect; nearly all actives have a fitted effect of over 65% in size
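Rat TrxR1 (90 nM in the dispensed reagent) was pre-reduced with 400 uM NADPH for 5 min at room temperature, then incubated with compound for 15 min. After 400 uM selenite was added, NADPH fluorescence (Ex 340/Em 450 nm) was followed for 8 min.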
IDH1 R132H inh: qHTS for Inhibitors of mutant isocitrate dehydrogenase 1 (IDH1): qHTS. AID 602179, 2012. Potency, µM (series often up to 76.6 µM), for the others: top-dose activity change, negative = inhibition, actives largely listed as inhibitors. Isocitrate dehydrogenase [NADP] cytoplasmic (Homo sapiens), O75874. 0.093% of 390,000 active. IDH1-R132H enzyme, NADPH consumption, diaphorase/resazurin fluorescence; further: potency means the concentration at half of the fitted maximal effect; on the % scale 0 is the no-effect control and ±100 the full control effect; nearly all actives have a fitted effect of over 65% in size
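IDH1-R132H (0.5 ug/mL) preincubated 30 min with compound, then NADPH (0.016 mM) and alpha-KG (2 mM) added; 80 min at RT, pH 7.5. Remaining NADPH coupled via diaphorase/resazurin to fluorescence (540/590 nm); concentration-response curves normalized to no-enzyme control.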
TRHR enhancer: qHTS for Small Molecule Agonists and Allosteric Enhancers of Human TRH Receptor: Primary Screen for Enhancers; Thyrotropin-releasing hormone receptor (Homo sapiens), P34981; TRHR cells, fluo-8 calcium fluorescence, EC20 TRH enhancement; enhancement, % at 2 µM; 0.66% of 360,000 active; AID 493056, 2011; in the data active means enhancement above about 30%; further: 0% is about no effect
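TRHR-expressing cells loaded with fluo-8 calcium dye were read kinetically (ex 480/em 530) during compound addition, then stimulated with an EC20 of TRH (10 nM final). Enhancement of the Gq-mediated intracellular calcium response was scored.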
USP1 inh: Inhibitors of USP1/UAF1: Primary Screen | Ubiquitin carboxyl-terminal hydrolase 1 (Homo sapiens), O94782 | recombinant USP1/UAF1, Ub-Rhodamine cleavage fluorescence | Potency, µM (titrated, usually from 57.1 µM), inactives show at the top dose activity change, negative = inhibition, usual class: inhibitors | 0.23% of 390,000 active | AID 743255, 2014; further: potency means the concentration at half of the fitted maximal effect; on the % scale 0 is the no-effect control and ±100 the full control effect; nearly all actives have a fitted effect of over 60% in size; inactives centre near -12
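Step one: compound is pinned into 1nM USP1/UAF1 in HEPES pH 7.8 buffer with TCEP. Step two: 15 min room-temperature incubation. Step three: Ub-Rho (150nM final) starts cleavage, tracked by fluorescence over six one-minute reads.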
D2 antag: HTS Assay for Allosteric Antagonists of the Human D2 Dopamine Receptor: Primary Screen for Antagonists. D(2) dopamine receptor (Homo sapiens), P14416. HEK293 TREx D2 cells, calcium flux, dopamine EC80. AID 485344, 2010. inhibition, % at 10 µM. 2% of 340,000 active; in the data active means inhibition above about 30%; further: 0% is about no effect
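Dopamine at EC80 is the agonist stimulus; test compounds precede it by 180 s. Calcium flux read kinetically in a force-coupled, inducible HEK293 T-REx D2 cell line.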
* = called active by the depositor; ? = inconclusive; nt = not tested or not shown; [ ] = another dose, or the depositor's remark. Unless noted, the call rests on the fitted dose curve; in most records, active means well fitted inhibition curve with a large enough effect; inconclusive means small, poorly fitted or top-dose-only effect; inactive means no such curve, though single readings can be large or run the other way.

Start of the data: the first 2 records, ahead of the listing:
SMILES | TRHR agonist | TrxR1 substrate | Pin1 inh | D2 agonist | rTrxR1 inhibitor | IDH1 R132H inh | TRHR enhancer | USP1 inh | D2 antag
CCN(CC)S(=O)(=O)c1ccc(N2CCOCC2)c(NC(=O)C2CC2)c1 | 0.2 | 3%[57.1 µM] | 3% | 0.2 | 7%[57.1 µM] | -7% | -3 | -9% | 5
c1ccc2c(c1)CCCN2Cc1nnnn1CC1CCCO1 (stereo not given) | -0.5 | -4% | ? | -0.2 | -14% | 4% | 4 | -25% | -22

The list itself, repeating the preview:
SMILES | TRHR agonist | TrxR1 substrate | Pin1 inh | D2 agonist | rTrxR1 inhibitor | IDH1 R132H inh | TRHR enhancer | USP1 inh | D2 antag
CCN(CC)S(=O)(=O)c1ccc(N2CCOCC2)c(NC(=O)C2CC2)c1 | 0.2 | 3%[57.1 µM] | 3% | 0.2 | 7%[57.1 µM] | -7% | -3 | -9% | 5
c1ccc2c(c1)CCCN2Cc1nnnn1CC1CCCO1 (stereo not given) | -0.5 | -4% | ? | -0.2 | -14% | 4% | 4 | -25% | -22
COC(=O)c1ccc(NC(=O)C(=O)c2cccn2C)cc1 | 0.0 | -4% | 2% | 0.1 | 6%[57.1 µM] | 1% | -1 | -11% | 4
CN(C)S(=O)(=O)c1cccc(NC(=O)c2cc(=O)[nH]c3ccccc23)c1 | 0.4 | -4% | -9% | -0.1 | -6% | -1% | 3 | -19% | 10
COc1ccc(N2CCN(CCCn3c(=S)[nH]c4ncccc4c3=O)CC2)cc1 | -1.4 | 5%[57.1 µM] | -4% | -0.4 | -6% | 2% | -12 | -11% | 2
COc1ccc(-c2nc(Cn3c(=O)cc(C)c4c(C)nn(-c5ccccc5)c43)c(C)o2)c(OC)c1 | 0.6 | 9%[57.1 µM] | 9% | 0.1 | 18%[57.1 µM] | -7% | -2 | -5% | nt
Cc1cccc(S(=O)(=O)Nc2ccc(-c3ccc4nncn4n3)cc2)c1 | 0.2 | -2% | ? | 1.1 | -11% | 3% | 6 | -8% | -15
CC(C)(C)c1cc(CN(CCO)CCO)c(O)c(C(C)(C)C)c1 | 1.2 | 3% | -6% | 4.8 | 16% | 0% | 3 | -18% | 0
COc1ccc(-n2nnnc2C2CCN(S(=O)(=O)c3cccc(C(F)(F)F)c3)CC2)cc1 | 3.3 | -3% | -1% | 1.8 | 24% | 1% | 6 | -17% | nt
Nc1nonc1-c1nc2ccccc2n1CC(=O)Nc1ccccc1C(=O)O | 0.9 | -3% | 3% | -0.2 | -1% | 0% | 11 | -18% | nt
CCCC(NC(=O)C(C)N1CCN(S(=O)(=O)c2ccccc2)CC1)c1ccccc1 (stereo not given) | -1.4 | -1% | 7% | -0.4 | 7% | 0% | -20 | -17% | 16
COC(=O)CCc1c(C)nn(-c2ccccc2)c1C | 0.2 | 2% | -4% | 0.0 | 38%[57.1 µM] | 2% | -3 | -2% | 4
O=c1nc(/C=C/c2cc([N+](=O)[O-])ccc2Cl)cc(C(F)(F)F)[nH]1 | -0.3 | -4% | -5% | 1.4 | ? | 0% | -10 | ? | 6
CC(Sc1nnc(-c2ccccc2)c(-c2ccccc2)n1)C(=O)NCC1CCCO1 (stereo not given) | nt | -7%[2.29 µM] | 4% | nt | -7%[2.29 µM] | 0% | nt | -8% | nt
O=C(CCCCn1cnc2c(=S)nc[nH]c21)Nc1ccc(C(=O)O)cc1 | nt | -1% | -14% | nt | -27% | 8% | nt | -29% | nt
COc1ccccc1CNC(=O)CCc1c(C)nc2cc(-c3ccc(Cl)cc3)nn2c1C | -1.2 | 46%[activator] | -11% | 0.3 | 51%[activator] | 11% | -1 | -30% | nt
C=CCn1c(O)c(N=NC(=O)CNC(=O)/C=C/c2ccco2)c2ccccc21 | -0.7 | -2% | ? | nt | 14µM* | -16% | 10 | -5% | nt
COc1ccc(C(CNC(=O)COc2ccccc2OC)N2CCCCC2)cc1 (stereo not given) | -0.1 | 2% | -1% | 0.1 | 17% | -10% | 18 | -13% | 0
CC1(C)CC2CC(C)(CN2S(=O)(=O)c2ccc(C(=O)Nc3cccc(S(=O)(=O)N4CCOCC4)c3)cc2)C1 (stereo not given) | 0.7 | -1% | 7% | 2.6 | 38%[activator] | -3% | 9 | -14% | 3
CCOC(=O)C1(CC2CCCCO2)CCN(Cc2nc3ccccc3nc2C)CC1 (stereo not given) | 0.1 | 15%[57.1 µM] | 1% | nt | 23%[57.1 µM] | -1% | 0 | -21% | nt
CCC(C)(O)c1[nH]c2ccc(C(=O)OC)cc2c1C (stereo not given) | 0.2 | 2% | 2% | 0.9 | -1% | 13% | 0 | ? | -16
COc1ccc2cc(OCC(=O)NNC(=O)Nc3ccc(F)cc3)ccc2c1 | -0.1 | 0% | -2% | -0.2 | 14% | -4% | -2 | 2% | 7
COc1ccc(S(=O)(=O)NNC(=O)c2csc(-n3nc(C)cc3C(F)(F)F)n2)cc1OC | 0.0 | -3%[57.1 µM] | 17% | 0.2 | 7% | -10% | 29 | -18% | -4
O=C1C=CC2(C=C1)O[C@H](Cc1ccccc1)[C@@H](Cc1ccccc1)O2 | nt | 4%[11.4 µM] | 18% | nt | 0.89µM* | 2% | nt | -20% | nt
Cc1noc(C(=O)Nc2ccc(F)c(Cl)c2)c1Cl | 1.1 | -3%[57.1 µM] | -1% | 1.6 | 3%[57.1 µM] | 1% | -4 | -7% | -11
COc1ccc(/C=C/C(=O)Nc2ccc(Cl)cc2Cl)cc1 | -0.6 | 2% | 4% | -1.8 | 17% | -9% | -4 | -18% | nt
CC(C)c1nc2cc(C(=O)N3CCNC(=O)C3c3ccc(F)cc3)ccc2o1 (stereo not given) | 0.3 | 5% | 1% | 0.6 | 22% | -7% | 1 | -29% | 2
CN(CC(=O)Nc1cccc(F)c1)C(=O)CNS(=O)(=O)c1ccc(N(C)C)c([N+](=O)[O-])c1 | -0.2 | 0%[57.1 µM] | 2% | -0.6 | 24%[57.1 µM] | -3% | -5 | -9% | -9
O=C1OCCN1C(=O)[C@H]1[C@H](c2ccc(F)cc2)C(c2cccc(Cl)c2)=NN1c1ccc(Br)cc1 | nt | 153%[activator] | 4% | nt | 105%[activator] | -4% | nt | -19% | nt
CCOC(=O)Cn1c(=O)oc2cc(S(=O)(=O)N(C)c3ccc(OC)cc3)ccc21 | 1.0 | 1% | 0% | -0.5 | 17% | -11% | -6 | -15% | -2
CCCCCN(C(=O)CCC(=O)OC(C)C(=O)c1ccccc1)c1c(N)n(CCCC)c(=O)[nH]c1=O (stereo not given) | 0.3 | -11% | 1% | -1.0 | -9% | 4% | -18 | -19% | -37
O=C(COc1ccccc1)N=C1SC2CS(=O)(=O)CC2N1c1ccc(F)cc1F (stereo not given) | 0.2 | -1% | 1% | 1.2 | 23% | 0% | -1 | -18% | -1
Cn1c(CSc2nc3ccccc3s2)nnc1SCC(=O)NCc1cccnc1 | nt | 6% | -4% | nt | 34% | 5% | nt | -7% | nt
COc1cc(NC(=O)Cc2cccs2)c(C(=O)O)cc1OC | 0.3 | -4%[57.1 µM] | -3% | nt | -5%[57.1 µM] | -3% | -4 | -7% | nt
COc1ccc(/C=N/N=C2/NC(=O)C(CC(=O)NC(C)C)S2)cc1 (stereo not given) | 1.2 | 4%[57.1 µM] | 2% | 0.8 | 4%[57.1 µM] | 0% | -4 | -22% | -3
Cc1ccsc1C1NC(=O)c2ccccc2N1 (stereo not given) | 0.7 | 84%[activator] | -11% | 0.8 | -13% | 2% | 17 | -12% | -9
O=C(/C=C/c1ccc(O)c(O)c1)c1ccc(S(=O)(=O)N2CCCCCC2)cc1 | 1.0 | -10% | ? | 8.2 | -15% | ? | 2 | -23% | 6
COc1cccc(NC(=O)CN(C)C(=O)COc2ccc3ccccc3c2)c1 | 0.3 | -7% | -4% | -1.1 | -5% | 3% | 6 | -20% | 1
CN(C)CCN1C(=O)c2cccc3cc([N+](=O)[O-])cc(c23)C1=O | nt | -1%[11.4 µM] | ? | nt | -15%[11.4 µM] | 0% | nt | -7% | nt
O=S(=O)(Cc1ccccc1)N1CCC(c2nc(-c3cccs3)no2)CC1 | 0.0 | 2% | -1% | -0.3 | 17% | 4% | 0 | -5% | 4
CN(CC(=O)NCc1ccc(Cl)cc1)S(=O)(=O)c1ccc2c(c1)c(=O)n(C)c(=O)n2C | -0.4 | 4% | -10% | -1.2 | 1% | -2% | 24 | -9% | nt
O=C(c1nn(-c2ccccc2)c(=O)c2ccccc12)N1CCN(c2ncccn2)CC1 | 0.2 | 7% | -10% | -0.7 | 17%[57.1 µM] | 25% | -2 | -23% | -7
O=c1c2ccccc2cnn1Cc1n[nH]c(=S)n1-c1ccc(Cl)cc1 | 0.3 | 2% | -13% | 0.6 | -12% | -2% | 0 | -19% | 0
C/C(=C/C(=O)N1CCc2ccccc21)C(=O)O | -0.5 | 10% | -3% | -1.0 | -2% | 2% | 4 | -13% | -3
COCCN(CCOC)Cc1c(C)[nH]c2ccccc2c1=O | 1.4 | -6% | 0% | 0.2 | -16% | 2% | -3 | -18% | 6
COc1cc(NC(=O)c2cccs2)c(OC)cc1NC(=O)Nc1ccc(F)cc1 | -1.2 | -18% | 10% | 0.3 | ? | 0% | 0 | -23% | -5

Not all compounds are listed; rates above refer to the full screens.
